Screening results (PubChem)
PglD DTNB = C. jejuni PglD acetyltransferase inhibitors, primary screen, biochemical, DTNB colorimetric, single point; UDP-N-acetylbacillosamine N-acetyltransferase PglD (Campylobacter jejuni); purified PglD enzyme, DTNB colorimetric CoA detection; actives 0.098% (n = 360,000); inhibition, % at 12.5 µM; in the data active = inhibition above about 16%, passing the limit was not always enough; inconclusive = no clear call, values can overlap the other calls; also: strong numbers were not always called active
S100A4 inh HTS = inhibitors of S100A4-myosin IIA peptide binding, primary screen, biochemical, fluorescence polarization, TAMRA-MyoIIA peptide | AID 652163, 2013 | Protein S100-A4 (Homo sapiens), P26447 | inhibition, % at 10.7 µM | actives 0.14% (n = 360,000);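 active = mean inhibition of at least 70% across replicates, with every replicate also reaching that level; inconclusive = mean inhibition reaches 70% but some replicates fall short; inactive = mean inhibition below 70%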
Target sequence (P26447 whole entry, looked up): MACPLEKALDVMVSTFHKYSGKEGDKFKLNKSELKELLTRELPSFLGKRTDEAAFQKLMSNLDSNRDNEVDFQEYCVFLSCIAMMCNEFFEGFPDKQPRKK
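Material: S100A4 monomer (human). Medium: Calcium-containing HEPES buffer, pH 7.2. Probe or stimulus: labelled myosin peptide probe, 5 nM. Compound dosing: one concentration per compound. Timing: polarization read 5 min after assay mix addition, stable 5–60 min. Benchmarks: DMSO as neutral control, TFP as positive control.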
SIRT5 block = SIRT5 desuccinylase inhibitors, primary screen, biochemical, fluorescence imaging, single point, set 5. inhibition, % at 15 µM. Purified SirT5, succinyl-peptide AMC, trypsin-coupled fluorescence. NAD-dependent protein deacylase sirtuin-5, mitochondrial (Homo sapiens), Q9NXA8. actives 1.1% (n = 330,000); in the data active = inhibition above about 15%; inconclusive = no clear call, values can overlap the other calls
Target sequence (Q9NXA8 whole entry, looked up): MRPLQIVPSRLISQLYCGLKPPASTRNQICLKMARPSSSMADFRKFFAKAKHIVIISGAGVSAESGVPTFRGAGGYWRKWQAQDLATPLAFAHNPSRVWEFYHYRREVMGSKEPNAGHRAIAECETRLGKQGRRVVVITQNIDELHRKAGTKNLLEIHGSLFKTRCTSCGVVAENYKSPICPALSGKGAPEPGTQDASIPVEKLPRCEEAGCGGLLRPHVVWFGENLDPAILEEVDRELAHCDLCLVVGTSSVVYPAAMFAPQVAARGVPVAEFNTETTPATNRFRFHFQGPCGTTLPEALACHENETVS
DENV2 CPE rescue = inhibitors of DENV2 cytopathic effect, primary screen, cell-based, plate reader, single concentration; DENV2-infected cells, cytopathic effect rescue; AID 651640, 2012; actives 1.7% (n = 350,000); CPE inhibition, % at 9.99 µM; in the data active = CPE inhibition above about 20%, passing the limit was not always enough; inconclusive = no clear call, values can overlap the other calls; tested in BHK-21 cells;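 also: 0% = median of neutral control wells and 100% = median of positive control wells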
C2C12 statin = suppressors of statin myotoxicity in C2C12 myotubes, primary screen, cell-based, single point, plate reader; C2C12 myotubes + simvastatin, ATP luminescence, 48 h; scaled: DMSO 0, geranylgeraniol control 100; rescue of ATP level, % at 7.49 µM; actives 0.78% (n = 330,000);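 active = mean ATP rescue above about 67%, or every replicate alone reaching that limit, limit read from the data, passing the limit was not always enough; inconclusive = no clear call, values can overlap the other calls; inactive = mean under the limit and some replicate under it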;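 also: myotubes were challenged with 10 µM simvastatin during compound exposure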
ERp5 inh = inhibitors of ERp5-driven insulin aggregation, primary screen, biochemical, turbidity, absorbance 650 nm, single point; 90 min; inhibition, % at 9.99 µM; actives 0.05% (n = 350,000);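 active = mean replicate inhibition above about 25%, with every replicate also reaching it, limit read from the data, passing the limit was not always enough; inconclusive = only one of those two criteria met; inactive = neither criterion met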
E-selectin induc = E-selectin induction in HUVECs, primary screen, imaging, HUVEC, immunofluorescence imaging, single point. P16581. normalized: neutral wells 0, TNF-alpha wells 100. activation, % at 7.58 µM. actives 0.37% (n = 260,000). AID 686992, 2013;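 active = mean E-selectin-positive cell signal at least 10% of the positive control, reached in at least 60% of replicates, without over 20% cell loss; inconclusive = no rule given, readout overlaps actives, possibly toxicity-flagged; inactive = the rest, including those meeting only one limit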;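 also: in these data hits start at about 27%; measured in HUVEC primary endothelial cells; signal is the percent of cells scored E-selectin positive by PE staining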
Target sequence (P16581 whole entry, looked up): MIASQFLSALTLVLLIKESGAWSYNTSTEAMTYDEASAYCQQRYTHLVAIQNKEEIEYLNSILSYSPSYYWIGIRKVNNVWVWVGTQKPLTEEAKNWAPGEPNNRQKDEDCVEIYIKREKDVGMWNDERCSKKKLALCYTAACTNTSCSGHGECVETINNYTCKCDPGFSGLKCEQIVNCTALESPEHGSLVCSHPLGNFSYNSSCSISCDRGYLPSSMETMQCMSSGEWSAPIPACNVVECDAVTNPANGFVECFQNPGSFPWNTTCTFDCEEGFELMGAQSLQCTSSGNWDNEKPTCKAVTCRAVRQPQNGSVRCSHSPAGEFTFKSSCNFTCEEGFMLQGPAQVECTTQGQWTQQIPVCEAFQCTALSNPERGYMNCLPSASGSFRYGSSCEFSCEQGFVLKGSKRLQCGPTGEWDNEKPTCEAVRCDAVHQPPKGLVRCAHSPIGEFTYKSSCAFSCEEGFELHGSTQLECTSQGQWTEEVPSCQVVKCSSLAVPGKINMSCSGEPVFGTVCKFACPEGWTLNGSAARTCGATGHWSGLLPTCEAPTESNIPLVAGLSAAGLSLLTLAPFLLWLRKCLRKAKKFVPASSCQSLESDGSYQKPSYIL
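Read-out basis: % PE-positive cells; Test system: HUVEC primary endothelial cells; Technique: immunofluorescence imaging; Dosing: single-point compound dose.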
An asterisk follows results filed as active; u = inconclusive; x = no result given; & = joins results of further samples. Some of the compounds tested, so the mix of outcomes need not match the whole.

SMILES	PglD DTNB	S100A4 inh HTS	SIRT5 block	DENV2 CPE rescue	C2C12 statin	ERp5 inh	E-selectin induc
Cc1noc(C)c1NC(=O)Nc1cccc2c1O[C@@H](CN(C)C(=O)NC(C)C)[C@H](C)CN([C@H](C)CO)C2=O	1	4	-6	2	6	-7	0.1
CCCCc1ccc(NC(=O)C(=O)NCCN2CCN(C(=O)c3ccc([N+](=O)[O-])cc3)CC2)cc1	-6	3	0	0	22	4	-0.1
Cc1ccccc1NC(=S)N(C)Cc1cn(C)c2ccccc12	3	-1	-1	10	x	0	x
CCOC(=O)c1sc2nc(C)nc(NCc3ccccc3)c2c1C	x	-5	-1	-1	-20	3	x
CCCN(CCC)C(=O)CC(c1ccccc1)C1CCOC(C)(C)C1 (centres undefined)	x	-2	0	7	x	-1	1.3
CCC(=O)N[C@H]1CC[C@H](CC(=O)NCc2ccccc2F)O[C@H]1CO	-1	4	1	-2	-1	4	0.2
CN(C)CC(=O)N[C@@H]1CC[C@@H](CCNC(=O)C2CCCC2)O[C@@H]1CO	-2	6	-1	-4	2	3	-0.3
CCOC(=O)C1=C(C)NC2=C(C(=O)CCC2)C1c1coc2ccccc2c1=O (centres undefined)	-7	4	2	-1	9	0	x
O=C(C[C@H]1CC[C@H]2[C@@H](COC[C@@H](O)CN2C(=O)Nc2ccc(Cl)c(Cl)c2)O1)NCc1ccc(Cl)cc1	2	11	-2	29*	-20	0	0.3
CC(=O)N1[C@@H](CO)[C@@H](c2ccccc2)C12CN(C(=O)Cc1ccccc1)C2	x	8	7	-2	x	-1	-0.2
CC(=O)N1CC(C)Sc2ccc(S(=O)(=O)NC3CCCCC3C)cc21 (centres undefined)	1	2	1	3	10	2	x
C[C@@H]1CCCCO[C@@H](CN(C)C(=O)Nc2ccc3c(c2)OCO3)[C@H](C)CN([C@H](C)CO)C(=O)c2cc(NC(=O)Nc3cccc4ccccc34)ccc2O1	x	6	x	-9	x	0	-0.3
C[C@@H]1CN([C@@H](C)CO)C(=O)c2cc(NC(=O)NC3CCCCC3)ccc2O[C@H]1CN(C)S(=O)(=O)c1cccs1	2	7	1	7	x	-3	-2.3
CCC(=O)N1CCCCN2[C@H](C1)[C@H](c1ccc(/C=C/c3ccccc3)cc1)[C@@H]2CO	7	3	0	5	x	-7	-0.5
COc1ccc2c(c1)C(C)=CC(C)(C)N2S(=O)(=O)c1ccc(Br)cc1	x	-2	2	-4	-79	4	x
C[C@@H]1CN([C@@H](C)CO)C(=O)c2cc(NC(=O)Nc3cccc4ccccc34)ccc2O[C@@H]1CN(C)Cc1ccc(-c2ccccc2)cc1	0	-15	4	7	-50	-5	0.0
CO[C@H]1CN(C)C(=O)c2ccc(NS(C)(=O)=O)cc2OC[C@H](C)N(CC2CCOCC2)C[C@H]1C	0	-11	-4	8	-2	1	-0.1
Cc1cccc(C)c1NC(=O)CN(C)C(=O)c1cccc(-n2cccc2)c1	x	1	-2	-5	12	-2	0.4
C[C@@H]1CN([C@@H](C)CO)C(=O)CCCn2nncc2CO[C@H]1CN(C)S(=O)(=O)c1cn(C)cn1	4&9	1&0	-2&7	-2&7	3&-9	-5&-2	0.3
O=Nc1onc(-c2ccc([N+](=O)[O-])cc2)c1NO	x	0	-1	7	x	7	0.1
Cc1ccc(S(=O)(=O)N(C)C[C@H]2Oc3c(NC(=O)c4ccncc4)cccc3C(=O)N([C@H](C)CO)C[C@H]2C)cc1	2	-4	2	u	33	20	-0.4
Cc1cc(C)c(CC(=O)c2ccccc2)c(C)c1	7	-3	0	16	-2	-5	0.1
Cc1cc([N+](=O)[O-])nn1CC(=O)Nc1ccccn1	x	2	-1	12	x	1	x
O=C(C[C@@H]1C[C@@H]2c3cc(NS(=O)(=O)c4ccc(F)cc4)ccc3O[C@@H]2[C@H](CO)O1)N1CCCCC1	0	-1	-1	x	5	4	0.4
C[C@@H]1CN([C@@H](C)CO)C(=O)c2cccc(NS(=O)(=O)c3ccccc3)c2O[C@@H]1CN(C)C(=O)Nc1ccc(F)cc1	-4	-3	0	-3	47	6	-0.2
CC1CC(C)CN(C(CCc2ccccc2)C(=O)NC2CCCCC2)C1 (centres undefined)	2	-2	-2	12	-5	0	3.8
COc1ccc(-c2nnc(-c3ccc(F)cc3)o2)cc1	x	3	-2	2	0	-1	-0.2
O=C(CS(=O)(=O)Cc1ccccc1)N1CCN(c2ccccc2F)CC1	6	3	-3	2	x	1	x
C[C@@H]1CN([C@H](C)CO)C(=O)c2cc(C#C[C@@H](C)O)cnc2O[C@H]1CN(C)C(=O)CN1CCOCC1	2	-4	-2	-8	13	2	x
Cc1[nH]c(=O)[nH]c(=O)c1NS(=O)(=O)c1ccccc1	x	-1	4	-1	x	2	2.0
CC(C)COP(=O)(OCC(C)C)C(Nc1ccccc1)c1ccc(F)cc1 (centres undefined)	x	0	-2	2	x	-4	-3.2
CCOc1cc(N2CCOCC2)c(OCC)cc1NC(=O)C(C)(C)C	x	-49	-4	u	x	3	1.7
O=C(N/C(=C/c1ccc(Cl)cc1)C(=O)N1CCCCC1)c1ccco1	-3	-8	4	u	x	12	0.5
CCc1ccc(NC(=O)C/C(C)=N/NC(=O)COc2ccccc2C)cc1	-5	-8	-4	-2	0	-7	x
O=C(/C=C/c1ccco1)Nc1ccccc1N1CCCCC1	x	-3	-4	2	-20	-4	0.3
Cc1ccc(C(=O)OCC(=O)Nc2ccc(F)c(Cl)c2)o1	-1	-5	-1	-6	-4	-2	-0.2
Cc1ccc(S(=O)(=O)Nc2ccc3c(c2)CC(=O)N([C@@H](C)CO)C[C@H](C)[C@H](CN(C)C(=O)Nc2ccc4c(c2)OCO4)O3)cc1	-1	0	-1	2	24	-14	0.1
CCCC(=O)c1ccc(N2CCN(C(=O)OCC)CC2)c(F)c1	3	2	1	1	15	2	x
CC(C)Oc1ccc(Nc2ncnc3ccccc23)cc1	x	1	4	8	x	-1	x
CS(=O)(=O)Nc1ccc(-c2cccc3nccn23)cc1	-2	-6	-33	-6	-23	5	-0.3
Clc1nc(Oc2ccccc2)nc(-c2cn(-c3ccccc3)c3ccccc23)n1	x	2	-2	19	3	-7	0.1
COc1cccc(-c2cc3nc4c(c(N5CCC6(CC5)OCCO6)n3n2)CCC4)c1	x	2	-3	u	x	-2	x
COc1ccc(S(=O)(=O)N2CCCCN3[C@H](CO)[C@H](c4ccc(C5=CCCC5)cc4)[C@@H]3C2)cc1	-4	x	0	141*	11	-2	-0.1
COc1cc(C(=O)OCCCOC(=O)c2cc(OC)c(OC)c(OC)c2)cc(OC)c1OC	-1	-5	1	4	-7	2	-0.4
COc1ccc(-c2ccc([C@H]3[C@@H](CO)N4C(=O)CN(C(=O)c5cccnc5)C[C@H]34)cc2)cc1	x	26	-4	19	x	-11	-0.2
COC(=O)Cc1ccc(NC(=S)NCCO)cc1	x	4	-2	12	0	-3	-0.2
O=C(c1cc2nc(-c3ccc(F)cc3)cc(C(F)(F)F)n2n1)N1CCCCC1c1cccnc1 (centres undefined)	2	4	4	x	-13	1	-3.0
CN1CCN(c2nc3c(c(=O)[nH]c(=O)n3C)n2Cc2ccccc2)CC1	-3	-4	-3	-6	3	1	-0.2
CC(C)NC(=O)N1CCCCN2[C@H](CO)[C@H](c3ccc(C#C[C@@H](C)O)cc3)[C@@H]2C1	5	5	-1	-4	x	0	0.4
CSCc1ccc(C(=O)N2CCCC(Nc3ccc4c(c3)OCCO4)C2)o1 (centres undefined)	2	1	-1	u	-2	-7	x
C[C@H]1CN([C@@H](C)CO)S(=O)(=O)c2ccc(C#Cc3ccccc3F)cc2O[C@@H]1CN(C)C(=O)c1ccc2c(c1)OCO2	2	4	-2	u	-15	0	0.3
CC[n+]1cc(-c2ccccc2)nc(N2CCOCC2)n1	4	2	1	9	13	2	x
C[C@H]1CCCCO[C@H](CN(C)CC2CC2)[C@@H](C)CN([C@@H](C)CO)C(=O)c2cc(NC(=O)CCC(F)(F)F)ccc2O1	x	-7	7	6	x	5	0.0
CN(C)CCCNC(=O)c1cc2sc3ccccc3c2s1	x	-5	0	x	x	1	x
Cc1ccc(C)c(NS(=O)(=O)c2ccc(OCC(=O)NCc3ccccn3)cc2)c1	-2	-12	-2	11	-2	5	x
O=C(C[C@H]1C[C@@H]2c3cc(NC(=O)C4CCOCC4)ccc3O[C@@H]2[C@@H](CO)O1)NCC(F)(F)F	0	5	-3	2	-2	2	0.9
C=CCN=C1NC(c2cccc(F)c2)C(C(=O)OC)=C(C)N1C (centres undefined)	x	-1	x	-1	x	-2	0.0
COc1ccc(OCCC(=O)OCC(=O)NCc2ccccc2OC)cc1	x	4	-2	4	x	-3	x
CO[C@@H](CN(C)C(=O)C1CCOCC1)[C@@H](C)CN(C(=O)Nc1ccc(C(F)(F)F)cc1)[C@H](C)CO	0	1	-13	0	-7	2	0.0
COc1cccc(NC(=O)N2C[C@@H](O)COC[C@H]3O[C@H](CC(=O)NC4CCCC4)CC[C@@H]32)c1	-3	5	-7	1	9	-5	-0.1
Next part
SMILES	PglD DTNB	S100A4 inh HTS	SIRT5 block	DENV2 CPE rescue	C2C12 statin	ERp5 inh	E-selectin induc
Cc1ccccc1-c1cnc2c(c1)C(=O)N([C@H](C)CO)C[C@H](C)[C@H](CN(C)Cc1cncnc1)O2	0	18	-3	-2	-40	3	0.2
O=C(CN(Cc1ccccc1)S(=O)(=O)c1ccccc1)N/N=C/c1ccc2c(c1)OCO2	-4	-3	-1	8	4	-5	x
CCOC(=O)C1CCN(c2c(N3CCN(Cc4ccccc4)CC3)c(=O)c2=O)CC1	-1	5	x	1	1	2	-0.1
Cc1ccc(S(=O)(=O)Nc2ccc3c(c2)C(=O)N([C@H](C)CO)C[C@H](C)[C@H](CN(C)S(C)(=O)=O)OCCCC[C@@H](C)O3)cc1	-1	7	-1	-7	x	1	-0.2
CCN1CCN(c2oc(-c3ccccc3C)nc2S(=O)(=O)c2ccccc2)CC1	x	-1	-1	0	-11	-3	0.4
O=C(N[C@H]1CC[C@H](CC(=O)N2CCc3ccccc3C2)O[C@@H]1CO)C1CCOCC1	-2	3	0	11	8	-4	-0.1
Cc1cccc(C(=O)NCC(=O)N2CCC2)c1	-1	1	0	-2	6	1	x
C[C@@H](C(=O)N1CCN(C(=O)OC(C)(C)C)CC1)n1cc(CCCN=C(NC(=O)OC(C)(C)C)NC(=O)OC(C)(C)C)nn1	-1	0	x	-4	-1	1	0.9
CCN(CC)C(=O)Cn1cc(SCC(=O)NC)c2ccccc21	x	7	-3	-1	x	-9	-1.4
O=C(N[C@@H]1CC[C@H](CCn2cc(C3(O)CCCC3)nn2)O[C@@H]1CO)C1CCOCC1	-1	26	-4	-6	-15	5	-0.4

Part of the list above, reformatted.
Molecule,PglD DTNB,S100A4 inh HTS,SIRT5 block,DENV2 CPE rescue,C2C12 statin,ERp5 inh,E-selectin induc
Cc1ccc(S(=O)(=O)Nc2ccc3c(c2)C(=O)N([C@H](C)CO)C[C@H](C)[C@H](CN(C)S(C)(=O)=O)OCCCC[C@@H](C)O3)cc1,-1,7,-1,-7,x,1,-0.2
O=C(N[C@H]1CC[C@H](CC(=O)N2CCc3ccccc3C2)O[C@@H]1CO)C1CCOCC1,-2,3,0,11,8,-4,-0.1
CCN(CC)C(=O)Cn1cc(SCC(=O)NC)c2ccccc21,x,7,-3,-1,x,-9,-1.4
O=C(N[C@@H]1CC[C@H](CCn2cc(C3(O)CCCC3)nn2)O[C@@H]1CO)C1CCOCC1,-1,26,-4,-6,-15,5,-0.4
